# UTI89 phage lysis: protection from phage-mediated lysis, alamar blue read-out – E. coli UTI89, K1F phage, bacterial capsule biogenesis inhibitors (AID 488966); E. coli UTI89 K1F phage lysis, alamar blue, 2 h; higher % means a stronger effect; inhibition, % at 100 µM; hits with a dose series show IC50 in µM; 340,000 tested, 0.02% active;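 active means phage lysis inhibition, versus mean bacterial control, above a set limit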;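 further: capsule biogenesis inhibitors block K1F phage lysis so surviving cells raise fluorescence; higher fluorescence means more inhibition of phage lysis; actives were called in the ten point dose series up to 300 µM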
# * marks the source's active call; other numbers are inactive results; [ ] = dose if it differs, or a comment. This is a subset; the hit share may differ from the screen's.
structure,UTI89 phage lysis
COc1ccc(Cl)c(CNC[C@H]2O[C@@H](n3cnc(C(N)=O)n3)[C@H](O)[C@@H]2O)c1,-0.3%
O=C(Nc1ccc(C(F)(F)F)cc1)c1ccc2ncsc2c1,0.1%
O=C(NCC(c1ccco1)N1CCCCC1)c1cc2c(s1)CCCC2 (stereo not given),0.0%[50 µM]
Cc1ccc(C(=O)NCC(=O)OCc2nnc(-c3ccc([N+](=O)[O-])cc3)o2)s1,0.8%[50 µM]
COc1ccc(CCC(=O)NCC(=O)OCc2ccccc2)cc1,0.0%
C=CC[C@@H](CC(=O)NCCO)C(=O)N[C@H](C)COC(=O)[C@@H](CC=C)CC(=O)OC(C)(C)C,0.7%
COc1cc(/C=C2/C(=O)NN(c3cccc(Cl)c3)C2=O)cc(Br)c1O,11%
NC(=O)C1CCN(c2nc(-c3ccccc3F)cs2)CC1,0.8%
O=C(Nc1ccc(C(=O)N2CCN(c3ccccc3F)CC2)cc1)C1=CSCCO1,0.1%
CCOC(=O)c1c(C)[nH]c(C)c1S(=O)(=O)NCc1ccc(OCC)cc1,-0.1%
C/C(=N\NC(=O)C1(C)CC1(Br)Br)c1cccc(NC(=O)c2ccc(C)o2)c1 (stereo not given),0.0%
CCOC(=O)N1CCN(C(=O)C(=O)c2cn(CC(=O)N3CCCCCC3)c3ccccc23)CC1,-0.1%[50 µM]
O=C(C1CCC1)N1CCN(c2cccc(C(F)(F)F)c2)CC1,0.2%
CCN(C(=O)c1cccc(NC(=O)c2ccccc2)c1)C1CCCCC1,-0.1%
CC(=O)c1cccc(CN2CCc3ccc(NC(=O)C4CCCO4)cc3C2)c1 (stereo not given),-0.1%
COc1ccccc1[C@@H]1C(c2ccccc2)=NN(c2ccc(Br)cc2)[C@H]1C(=O)N1CCOC1=O,0.2%
O=C(COC(=O)c1ccc(S(=O)(=O)N2CCCC2)cc1)Nc1cccc(Cl)c1,1.0%[50 µM]
CC(C)C[C@H]1CN=C(Nc2ccccc2)N1CCCCc1ccccc1,0.6%
Cc1ccc(S(=O)(=O)NCc2ccccc2)s1,0.0%
COc1ccc(CNC(=O)C2CCN(S(=O)(=O)c3ccc4c(c3)NC(=O)CO4)CC2)cc1,0.2%
O=C(Nc1nc(-c2ccccn2)cs1)c1cc(S(=O)(=O)N2CCOCC2)ccc1F,0.7%[50 µM]
Cc1cc(C(c2cc(C)c(N)c(C)c2)c2ccco2)cc(C)c1N,-0.4%
Cc1ccc(-c2cc(C(=O)Nc3ccncc3)c3ccccc3n2)cc1,0.5%[50 µM]
O=C(N/N=C/c1ccncc1)c1ccccn1,-0.4%

# Compounds listed so far with four or more nitrogen atoms (five):
structure,UTI89 phage lysis
COc1ccc(Cl)c(CNC[C@H]2O[C@@H](n3cnc(C(N)=O)n3)[C@H](O)[C@@H]2O)c1,-0.3%
Cc1ccc(C(=O)NCC(=O)OCc2nnc(-c3ccc([N+](=O)[O-])cc3)o2)s1,0.8%[50 µM]
CCOC(=O)N1CCN(C(=O)C(=O)c2cn(CC(=O)N3CCCCCC3)c3ccccc23)CC1,-0.1%[50 µM]
O=C(Nc1nc(-c2ccccn2)cs1)c1cc(S(=O)(=O)N2CCOCC2)ccc1F,0.7%[50 µM]
O=C(N/N=C/c1ccncc1)c1ccccn1,-0.4%

# The results go on.
structure,UTI89 phage lysis
CC(C)C[C@@H](CC#N)N1CCN(CCc2ccccc2)CCC1=O,-2.0%
CCN(C(=O)COC(=O)CCS(=O)(=O)c1ccccc1)c1c(N)n(Cc2ccccc2)c(=O)[nH]c1=O,0.2%[50 µM]
CC(NC(=O)c1ccc(Cl)c(S(=O)(=O)N2CCCCCC2)c1)c1cccnc1 (stereo not given),1.4%[50 µM]
O=C(O)C1CCC(CNS(=O)(=O)c2ccc(Cl)cc2)CC1 (stereo not given),-0.1%
Cc1ccc(N2C(=O)N(CC(=O)Nc3c(C)cc(C)cc3Cl)C(=O)C2C)cc1 (stereo not given),0.4%[50 µM]
CC(C)CC(=O)Nc1ccc(C(=O)COC(=O)Cc2n[nH]c(=O)c3ccccc23)cc1,1.3%[50 µM]
CCn1nnc2cc(C(=O)Nc3cc(Cl)ccc3C)ccc21,0.5%[50 µM]
O=C(COC(=O)COc1cccc(C(F)(F)F)c1)Nc1ccc(N2CCOCC2)cc1,0.8%[50 µM]
O=C(CN(Cc1ccc(F)cc1)C(=O)c1csnn1)NCc1ccccc1,0.0%
CCN1CCN(CCCNC(=O)c2ccc3c(c2)NC(=O)/C(=C\c2cccc(C)c2)S3)CC1,-1.3%
COc1ccc(CCNC(=O)CSc2nnc3c(n2)[nH]c2ccc(F)cc23)cc1OC,0.0%
C=CCn1c(C)cc(C(=O)COC(=O)c2n[nH]c(=O)c3ccccc23)c1C,-0.7%
CCCCc1ncc(CN2CCC(n3nccc3NC(=O)c3ccccc3OC)CC2)[nH]1,0.2%
CC1(C)C(=O)Nc2ccccc2N1C(=O)COC(=O)c1cc(Cl)cc(Cl)c1,-0.4%[50 µM]
Cc1c(Cl)cccc1NC(=O)c1cc(-c2ccco2)on1,0.3%
CCOC(=O)C1CCCN(S(=O)(=O)c2cccc3nsnc23)C1 (stereo not given),1.4%
COc1ccc(-n2nc3c(N4CCC(C(=O)NCCc5ccco5)CC4)nnc(C)c3c2C)cc1,0.8%
CN1CCN(c2ccccc2NC(=O)c2ccc(-c3ccc(Br)cc3)o2)CC1,0.0%
Cc1ccccc1CN1[C@@H](CC2CCCCC2)COCCS1(=O)=O,-1.2%
COc1ccccc1-n1nnnc1SCC(=O)NC(=O)Cc1ccccc1,0.9%[50 µM]
COc1ccccc1NC(=O)Nc1nc2ccc(S(N)(=O)=O)cc2s1,-0.2%
COc1cc(NC(=O)c2ccc(C)cc2C)ccc1NC(=O)c1cccs1,0.8%
O=C(NNC(=O)C1CC=CCC1)c1ccccc1Br (stereo not given),0.2%
CC1(C)CC(=O)C(C2C3=C(CC(C)(C)CC3=O)Oc3c(Br)cc(Br)cc32)=C(O)C1 (stereo not given),-1.0%
O=C(CN1C(=O)NC(Cc2c[nH]c3ccccc23)C1=O)Nc1ccc(F)c(F)c1F (stereo not given),0.5%[50 µM]
COc1ccc(CCn2c(C)cc(C(=O)COC(=O)c3cnccn3)c2C)cc1,0.0%
O=C(NCCS(=O)(=O)N1CCN(c2ccccc2F)CC1)c1ccc(Br)o1,0.3%
COc1cccc(N=Nc2ccc(O)c3ncccc23)c1,1.0%
O=C(NCCC1CCCCN1S(=O)(=O)c1ccccc1)C(=O)NC1CCCC1 (stereo not given),1.3%[50 µM]
O=C(O)c1cccc(N/N=C/c2ccc(OC(F)(F)F)cc2)c1,3.2%
COc1cccc(-c2nc(CS(=O)(=O)CC(=O)N3CCOCC3)c(C)o2)c1,-0.1%
COc1ccccc1NC(=O)CN1C(=O)COc2ccc(S(=O)(=O)N3CCCCCC3)cc21,0.2%
NS(=O)(=O)c1ccc(CNC(=O)c2ccc(NS(=O)(=O)c3ccc4[nH]c(=O)[nH]c4c3)cc2)cc1,0.1%[50 µM]
Cc1ccccc1NC(=O)C(C)Sc1nnc(-c2ccncc2)n1CC1CCCO1 (stereo not given),-0.1%
Cc1ccccc1Nc1nc(N2CCOCC2)nc(N2CCOCC2)n1,-0.2%
O=C(CCN1C(=O)/C(=C/c2ccc(F)cc2)SC1=S)N[C@@H](CO)Cc1ccccc1,0.5%
COc1ccc(C(=O)NCC(=O)OCC(=O)Nc2ncc(Cl)cc2Cl)cc1[N+](=O)[O-],0.7%[50 µM]
O=C(CN(C(=O)c1csnn1)c1cccc2c1CCCC2)NCc1ccccc1,0.3%
CC(=O)c1cccc(NC(=O)C(C)OC(=O)CCc2nc3ccccc3c(=O)[nH]2)c1 (stereo not given),-3.6%
O=C(COC(=O)c1ccccn1)NCCc1ccc(Cl)cc1,2.7%

# Random excerpt: 3 records from the list
structure,UTI89 phage lysis
O=C(NCCS(=O)(=O)N1CCN(c2ccccc2F)CC1)c1ccc(Br)o1,0.3%
Cc1c(Cl)cccc1NC(=O)c1cc(-c2ccco2)on1,0.3%
Cc1ccccc1NC(=O)C(C)Sc1nnc(-c2ccncc2)n1CC1CCCO1 (stereo not given),-0.1%

# (list continues)
structure,UTI89 phage lysis
COc1ccc(C(=O)Oc2c(OC)cc(C(=S)N3CCOCC3)cc2OC)cc1OC,-0.9%
O=C1CN(C(=O)/C=C/c2ccccc2)CCN1,0.3%
Cn1nnc2cc(NC(=O)Nc3cccc(Cl)c3)ccc21,0.4%
Cc1ccc(N(Cc2ccccc2)C(=O)c2ccc(S(=O)(=O)N3CCOCC3)cc2)cc1,1.7%[50 µM]
CN1CCN(C(=O)c2ccccc2NC(=O)c2ccc(C(C)(C)C)cc2)CC1,-0.4%[50 µM]
O=C(Cc1ccc(Br)cc1)NCCN1CCOCC1,0.2%
O=C(COC(=O)CC1CC2CCC1C2)Nc1ccc(F)cc1Cl (stereo not given),-0.2%[50 µM]
COc1cc(COc2ccc(S(=O)(=O)N3CCOCC3)cc2[N+](=O)[O-])ccc1OC(F)F,-0.2%

# (continued)
SMILES	UTI89 phage lysis
COc1ccccc1CCNC(=O)c1ccc(OC)c(OC2CCN(C(C)C)CC2)c1	-0.1%
CN1CCN(c2nc3c(c(=O)[nH]c(=O)n3C)n2Cc2ccccc2F)CC1	1.9%
Cc1ccc(NC(=O)/C(=C\c2cccnc2)NC(=O)c2ccccc2)cc1	-0.1%
COc1ccc(Br)cc1S(=O)(=O)N(CC(=O)N1CCN(C)CC1)c1ccccc1	0.1%
O=C1C(=O)N(CCN2CCOCC2)C(c2ccccc2)/C1=C(\O)c1ccc2c(c1)OCCO2 (stereo not given)	0.2%
CCCCN(CCCC)CCNC(=O)c1cn(CC)c2ccc(S(=O)(=O)N3CCCC3)cc2c1=O	0.4%
O=C(Nc1c2c(nn1-c1cccc(Cl)c1)CS(=O)(=O)C2)C1CC1	0.4%[50 µM]
CCOc1cc(C(=O)Nc2ccc(S(=O)(=O)Nc3nnc(CC)s3)cc2)cc(OCC)c1OCC	-0.2%
COc1ccc(C(=O)NC2CC2)cc1OC1CCN(Cc2cnn(C)c2)CC1	-0.2%
CC(=O)Nc1ccc(S(=O)(=O)Nc2ccc3c(c2)OCO3)cc1	0.3%
O=S(=O)(c1ccc(Br)c2ccccc12)N1CCCC1	5.0%
CSc1ccc(CN(C)C(C)C(=O)NCC2CCCCC2)cc1 (stereo not given)	0.3%
COc1ccc(CCNC(=O)/C=C/c2ccc3ccccc3n2)cc1OC	0.0%
COc1ccc(CNS(=O)(=O)c2ccc(-n3cccn3)cc2)cc1	0.1%
CCOc1ccc(N(CC(=O)NCc2ccc(Cl)cc2)S(=O)(=O)c2ccccc2)cc1	0.2%
COc1ccc(NS(=O)(=O)c2ccc(C(=O)N3CCCCCC3)cc2)cc1	4.2%
C=CCCC(=O)N1CCC(Oc2cccc(C(=O)NCc3ccccn3)c2)CC1	0.2%
CC(=O)c1ccc(OCC(=O)Nc2ccccc2C(=O)NC2CC2)cc1	0.3%
CCNc1nc(NCC)n2c(SCC(=O)Nc3ccc(Br)cc3F)nnc2n1	0.3%[50 µM]
CC(C)(c1ccccc1)c1ccc(OCC2CO2)cc1 (stereo not given)	0.1%
Cn1ccnc1SCC(=O)c1ccc(C#N)cc1	-0.7%
Cc1ccc(C)c(NC(=O)CCC(=O)NNC(=O)COc2cc(C)ccc2C)c1	0.9%[50 µM]
O=C(COc1coc(CN2CCc3ccccc3C2)cc1=O)Nc1cccc(F)c1	-0.7%
CCOc1ccc(OCCC(=O)N2CCN(S(=O)(=O)c3ccc(F)cc3)CC2)cc1	1.0%[50 µM]
NC(=O)C1CCN(C(=O)CSc2nc(O)cc(=O)[nH]2)CC1	0.1%
COc1ccccc1NC(=O)c1cc2cc(Br)ccc2oc1=N	1.1%[50 µM]
Cc1cc(C(=O)NC2CCCCCCC2)ccc1[N+](=O)[O-]	-1.0%
CCCCN(C(=O)C(C)Oc1cccc(Cl)c1)c1c(N)n(CCC)c(=O)[nH]c1=O (stereo not given)	0.8%[50 µM]
CS(=O)(=O)N1CCc2cc(C(=O)N3CCN(c4cccc(Cl)c4)CC3)ccc21	0.5%
NC(=O)C(c1ccc(Br)cc1)c1ccc(C(=O)c2ccccc2)cc1 (stereo not given)	0.0%
O=C(CCN1C(=O)/C(=C\c2ccc(F)cc2)SC1=S)Nc1ccc(O)cc1	0.1%
CC(C)C(NS(=O)(=O)c1cccc2nsnc12)C(=O)NC1CCCCC1 (stereo not given)	0.2%
CSc1ncccc1C(=O)NNc1cc(Cl)ccc1Cl	0.3%
CCN(CC)C(=O)Cn1cc(S(=O)(=O)CC(=O)Nc2ccccc2C)c2ccccc21	-1.5%[50 µM]
Cc1cc(Br)ccc1SCC(=O)OCC(O)=C(C#N)c1nc2ccccc2[nH]1	1.4%
CC(NC(=O)c1ccc(OC2CCN(Cc3ccccn3)CC2)cc1)c1nccs1 (stereo not given)	-0.1%
Cc1ccc(CNC(=O)CS(=O)Cc2nc(-c3ccccc3F)oc2C)cc1 (stereo not given)	0.6%
O=C(c1cc2cc(Cl)ccc2oc1=O)N1CCCCCCC1	0.0%
C=CCNC(=O)COc1coc(CN2CCN(Cc3ccccc3)CC2)cc1=O	0.3%
CCn1c(SC(C)C(=O)Nc2ccc3c(c2)OCCO3)nnc1C1CC1 (stereo not given)	0.2%[50 µM]
COCCN(C(=O)COC(=O)CC(C)c1ccccc1)c1c(N)n(Cc2ccccc2)c(=O)[nH]c1=O (stereo not given)	0.7%[50 µM]
Cc1ccc(C2CC(c3ccc(Br)cc3)=NN2C(=O)CSC2=NN3CCCC(=O)N=C3S2)cc1 (stereo not given)	-0.2%
CCCC(=O)Nc1c2c(nn1-c1cccc(Cl)c1)CS(=O)(=O)C2	-0.2%
Nc1ccc2ccccc2c1C(=O)c1ccccc1	4.2%
